From PubChem BioAssay
Luminol counter: luminol signal inhibition, Nox1 inhibitor counter-screen | inhibition, % at 6.7 µM | HRP/luminol/H2O2 chemiluminescence counterscreen | hit rate 0.4% among 16,000 | AID 1823; also: reference of the scale not given here
NOTCH agonist: NOTCH pathway agonism; NOTCH signaling luciferase reporter cells, luminescence; activation, % at 2.5 µM; hit rate 0.4% among 15,000; in the data active = activation above about 2.2%
S1P1 agonist: S1P1 (human) receptor agonism. P21453. S1P1 agonist cell-based reporter assay. activation, % at 4.5 µM. hit rate 1.5% among 16,000; in the data active = activation above about 80%
Target sequence (P21453 whole entry, looked up): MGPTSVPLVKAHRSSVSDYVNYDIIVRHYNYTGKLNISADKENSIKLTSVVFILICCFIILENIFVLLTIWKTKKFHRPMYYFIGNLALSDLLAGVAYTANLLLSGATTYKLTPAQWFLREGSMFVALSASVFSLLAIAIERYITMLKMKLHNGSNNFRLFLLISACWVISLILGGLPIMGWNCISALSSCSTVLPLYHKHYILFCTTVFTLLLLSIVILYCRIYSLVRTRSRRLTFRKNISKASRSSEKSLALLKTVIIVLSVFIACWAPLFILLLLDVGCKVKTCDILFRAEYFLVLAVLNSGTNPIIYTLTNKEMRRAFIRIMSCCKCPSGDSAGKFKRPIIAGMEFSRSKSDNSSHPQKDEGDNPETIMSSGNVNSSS
PME-1 Maybridge: inhibitors of human PME-1 in Maybridge library | AID 2291 | recombinant PME-1, FP-Rh probe fluorescence polarization | Q9Y570 | hit rate 0.5% among 16,000 | inhibition, % at 9 µM; in the data active = inhibition above about 30%
rat GALR2 ag: GALR2 (rat) receptor agonism. O08726. cell-based GALR2 agonist screen. activation, % at 10 µM. hit rate 0.5% among 16,000; in the data active = activation above about 15%
TLR4 MyD88 blk: inhibitors of human TLR4-MyD88 binding | O00206 | Cell-based TLR4-MyD88 binding inhibition assay | inhibition, % at 10 µM | hit rate 0.06% among 16,000; in the data active = inhibition above about 45%
Nox1 inh: human Nox1 inhibition; Q9Y5S8; HT29 cells, luminol chemiluminescence ROS; inhibition, % at 6.7 µM; hit rate 0.81% among 16,000
KOR antag MB: antagonists of human kappa opioid receptor OPRK1, Maybridge library. OPRK1 cells, antagonist mode, fluorescence readout. inhibition, % at 9 µM. hit rate 0.4% among 16,000. AID 652031; in the data active = inhibition above about 50%
Target sequence (P41145 whole entry, looked up): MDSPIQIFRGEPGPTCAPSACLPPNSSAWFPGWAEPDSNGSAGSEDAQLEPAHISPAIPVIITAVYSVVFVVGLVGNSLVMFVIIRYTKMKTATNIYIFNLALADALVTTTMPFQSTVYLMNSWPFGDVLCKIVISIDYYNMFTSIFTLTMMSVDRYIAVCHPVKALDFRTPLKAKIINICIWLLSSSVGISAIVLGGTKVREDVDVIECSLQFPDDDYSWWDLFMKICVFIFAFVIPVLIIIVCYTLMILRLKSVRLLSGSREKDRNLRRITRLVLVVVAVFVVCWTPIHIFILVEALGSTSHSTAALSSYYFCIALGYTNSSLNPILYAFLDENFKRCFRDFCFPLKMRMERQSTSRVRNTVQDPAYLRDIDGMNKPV
Numbers without * were called inactive; nt = not tested or not shown. Rule as the data show it, unless noted: active = inhibition above about 75%; inactive = the rest.

SMILES	Luminol counter	NOTCH agonist	S1P1 agonist	PME-1 Maybridge	rat GALR2 ag	TLR4 MyD88 blk	Nox1 inh	KOR antag MB
CCOC(=O)c1cn2nc(N3CCCCC3)ccc2n1	3	-0.8	-1	-1	-4	0	-52	15
CCOCCOc1nc(C)cc(C)c1C#N	1	-0.8	-8	2	-6	2	-12	4
COc1ccc(-c2cn(C(=O)c3cccs3)nc2C)cc1	2	-5.7	38	-15	-3	8	-87	6
O=C(CCc1ccc(O)cc1)N/N=C/c1cc(Cl)cc(Cl)c1O	-33	-0.4	8	6	5	-1	-5	6
Cc1oc(-c2ccc(Cl)cc2)cc1C(=O)N1CCN(Cc2ccccc2)CC1	-2	-0.4	-6	2	-4	13	-19	-1
COC(=O)c1ccc(S(=O)(=O)N2CCCN(c3ccc(C(F)(F)F)cn3)CC2)n1C	-8	-0.2	11	6	-5	-1	-2	-3
CCOC(=O)c1cnc2c(c(C)nn2C)c1NNc1ccccc1	-5	-0.1	-26	9	-5	-1	-13	-4
CN1CCN(c2ccc(CNS(=O)(=O)c3cn(C)cn3)cc2)CC1	3	nt	9	12	-12	-6	2	11
Cc1cc2c(=O)[nH]nc(N)c2c(Sc2ccc(Cl)cc2)n1	2	-0.1	-2	13	-5	2	-23	-9
O=C(O)C1C2C=CC(O2)C1C(=O)Nc1ccc([N+](=O)[O-])cc1 (stereo not given)	0	-0.8	0	-4	-3	-1	9	8
CCOC(=O)c1sc(SC)c2c1CCc1cnc(SC)nc1-2	-1	0.1	-6	-2	-8	-8	3	6
C/C(NNc1ccccc1)=C(/C#N)C(N)=S	7	-0.3	12	-1	-4	-4	-14	-13
Cc1nc(N2CCCC2)ncc1S(=O)(=O)c1ccc(Cl)cc1	0	-0.7	-1	9	-6	-1	-17	-9
O=C(c1ccc([N+](=O)[O-])cc1)c1ccc2c(c1)CCC2	-2	-0.5	-4	1	-6	-1	-13	-3
Cc1oc(C(C)(C)C)cc1C(=O)NC1CCN(Cc2ccccc2)CC1	-2	-0.9	-4	2	-3	1	-59	45
O=C(Cc1cc(F)cc(F)c1)n1nccc1-c1cccs1	1	-0.7	-14	-3	-4	-3	9	7
Cc1ccc2nc(COc3ccc(Cl)cc3Cl)oc(=O)c2c1	3	nt	21	-75	-8	4	-27	-10
CCCc1cc(=O)[nH]c(SCC(=O)NCCSCc2ccco2)n1	1	0.0	3	3	-10	8	-46	-9
CS(=O)(=O)Nc1csc2cc(C(F)(F)F)cc(Cl)c12	-5	-0.4	2	3	-2	0	-20	7
Nc1nc(NCc2ccccc2OC(F)(F)F)n[nH]1	1	-0.1	-9	-2	-2	13	88*	1
C=C(C)n1c(=O)n(-c2ccc(C(F)(F)F)cc2[N+](=O)[O-])c2ccccc21	0	-0.8	-6	0	-6	nt	-20	-14
CCn1cc(C(=O)O)c(=O)c2ccc(C)nc21	-5	-0.5	11	3	-6	8	8	0
CC(C)Sc1c(Cl)cccc1NC(=O)Nc1cccc(C(F)(F)F)c1	-4	0.1	27	3	-2	-2	-3	16
NC(=S)N/N=C/c1cccc([N+](=O)[O-])c1	7	-0.1	-7	-1	-5	-4	-23	0
CCOC(=O)NC(=O)c1cn(Nc2ncc(Cl)cc2C(F)(F)F)c(=O)[nH]c1=O	1	-0.7	-19	0	-7	-4	4	10
Cc1cc(C(N)=O)c(C(F)(F)F)o1	1	-0.4	3	-2	-8	4	-11	9
O=C(Nc1cc(C(F)(F)F)ccc1N1CCOCC1)c1sc2ccccc2c1Cl	-5	0.2	-7	7	-3	-6	16	-37
O=C(Nc1ccccc1)Nc1ccccc1Sc1c(Cl)cncc1Cl	0	-0.2	1	-1	-5	2	-61	-12
Cc1ccc(NC(=O)NNC(=O)c2cc3ccc4ccccc4c3s2)cc1	-6	0.0	2	-8	-5	5	30	0
Cc1cc2nccc(-c3cccnc3)n2n1	-5	0.1	-1	6	-4	-2	-2	13
CC(C)(C)NC(=O)N1CCC(Nc2nccc(C(F)(F)F)n2)CC1	3	0.2	2	-2	-5	6	-2	9
COc1ccccc1-c1nnc(SC)n1-c1ccccc1	-1	0.9	9	4	-7	-2	-10	1
O=C(Nc1ccc(Cl)cc1)Oc1ccc(-c2csnn2)cc1	102*	0.0	-1	-5	-8	9	5	4
FC(F)(F)c1cccc(NC(=S)N2N=C3c4ccccc4CCC3C2c2ccccc2Cl)c1 (stereo not given)	-4	0.5	-3	0	-8	-2	6	1
COc1ccc(C(=O)CSc2nc(SCC(=O)c3ccc(OC)cc3)c3ccccc3n2)cc1	2	-0.1	-11	-5	-8	-2	-53	-4
C/C(=N\OC(=O)c1ccccc1)c1csc(COc2ccc(Cl)cc2)n1	-5	-0.1	2	2	-6	0	1	-6
CC/C(C)=N/NC(=O)c1ccncc1	22	-0.2	19	-4	-7	7	-73	-12
COc1ccccc1N1CCN(C/C(N)=N/O)CC1	2	nt	-11	3	-8	11	-72	-3
CCc1ccn2cc(-c3cc(-c4ccccc4)no3)nc2c1	-1	-0.8	4	-64	-3	0	-85	-6
O=C(CSc1n[nH]c(=O)n1-c1cccnc1)N1CCOCC1	1	-0.1	6	-3	5	12	-38	2
Cn1c(=O)c2c(ncn2CC(O)CN2CCN(c3ccccc3)CC2)n(C)c1=O (stereo not given)	0	-0.8	8	1	-1	5	-4	18
O=[N+]([O-])c1cnc(-n2cccc2)s1	-3	-0.4	3	1	-6	3	6	-6
CC1(C)COC(c2sccc2C(=O)N(C(=O)NC2CCCCC2)C2CCCCC2)=N1	2	-0.5	-9	-2	-5	2	-59	-9
C=C(NCc1ccncc1)c1ccc(Cl)cc1	-6	0.1	22	5	-6	8	25	28
O=C(O)c1coc2c1C(=O)CCC2	-3	-0.1	0	6	-7	-11	-2	10
COC(=O)c1sccc1NC(=O)c1ccno1	4	-0.8	-10	0	-3	-1	-36	6
C=CCSC(=Nc1ccccc1)C(C#N)c1nc2ccccc2[nH]1 (stereo not given)	-3	-0.6	3	4	-4	-6	7	-9
COc1ccc(C(N)=S)cn1	7	-0.8	-8	-2	-9	1	-17	8
Cc1nc(C(F)(F)F)ccc1C(=O)NNc1c(Cl)cncc1Cl	-5	-0.2	2	5	-7	-10	44	26
CC(C)(C)c1cc(C(=O)NNC(=O)c2ccc(C(F)(F)F)cc2)no1	-1	0.4	3	2	-3	-6	-7	8
Cc1nc2sccn2c1C(=O)NN	7	-0.4	4	-3	-4	6	-49	1
Cc1cnc(N2CCN(NC(=S)Nc3cccnc3)CC2)c(Cl)c1	-2	0.0	58	0	-8	-10	10	-5
CC1C(=O)c2ccc([N+](=O)[O-])cc2OC1O (stereo not given)	1	0.0	-2	-1	-5	5	-20	-1
O=C1NCCCCC1Nc1c([N+](=O)[O-])cc(C(F)(F)F)cc1[N+](=O)[O-] (stereo not given)	-3	0.1	2	10	-6	4	24	-5
Nc1nc(-c2ccc(Cl)s2)cs1	6	-0.1	-2	7	-1	-7	-22	0
O=c1c(-c2ccc3c(c2)OCCO3)coc2cc(O[C@@H]3O[C@@H](CO)[C@H](O)[C@@H](O)[C@@H]3O)ccc12	4	nt	-28	-2	-9	4	-38	-11
Cc1cc(=O)[nH]c(-c2cccs2)n1	-4	-0.5	4	5	-1	7	33	41
COC(=O)c1ccc2c(c1)nnn2C(C)C	-5	0.2	12	7	-3	-1	-14	14
O=C1/C(=C/C2CCCCC2)CCc2ccccc21	1	0.2	-14	-1	-8	-5	-47	-19
Clc1cccc(Cl)c1/C=C/c1ccn[nH]1	-1	-5.9	13	1	-6	6	-21	-3
(next part)
SMILES	Luminol counter	NOTCH agonist	S1P1 agonist	PME-1 Maybridge	rat GALR2 ag	TLR4 MyD88 blk	Nox1 inh	KOR antag MB
CCOC(=O)c1cnc(C(F)(F)F)nc1N/N=C/c1ccc(Cl)cc1	-2	0.2	2	2	-3	2	-33	-8
Cc1cc2nc(-c3cccnc3)cc(C(F)(F)F)n2n1	-7	0.1	-27	5	-4	-11	0	-3
CC(=O)c1sc2sc([N+](=O)[O-])c(C)c2c1C	4	-0.5	16	-10	-8	-1	2	8
CCOC(=O)c1c(N)sc2c1CCN(Cc1ccccc1)C2	-2	-0.2	-14	4	-7	-1	-14	9
COc1ccc(C23CC4CC(CC(C4)C2)C3)cc1	-4	-0.4	-45	0	-1	-10	-26	12
COC(=O)/C(=C/C(=O)c1ccc(Cl)cc1)Nc1ccccc1	0	nt	-4	1	-8	7	-40	6
Cc1cc2c(c(Sc3ccc(Cl)cc3)n1)C(=O)NC2=O	-6	-0.9	-7	10	-4	-8	-15	0
CCOC(=O)c1cc(C#N)c(Oc2ccccc2)nc1C(F)(F)F	-5	0.1	10	11	-8	-1	35	-13
CS(=O)(=O)c1noc(-c2cccs2)c1C#N	2	-0.6	17	1	-8	-3	-29	0
O=C(Oc1ccc(Cl)cc1Cl)c1csnn1	-7	-0.7	5	8	-4	-3	-14	-2
CC(=O)/C(C=Nc1ccc(F)cc1)=C(\C)O	0	-0.3	3	8	-6	0	-26	11
CSc1cccc(NC(=O)C(=O)NCCc2ccccn2)c1	4	-1.1	2	-5	-6	-7	-25	18
Cc1cc(C(=O)Nc2ccccc2)oc(=O)c1	-2	-0.3	0	5	-7	0	-6	-2
COc1ccc([N+](=O)[O-])c(OC)c1C(=O)Nc1ccccc1C(=O)NCC1CC1	-2	-0.3	-8	-1	-5	-6	-34	-19
COc1ccc(Oc2ccc(-c3ccn[nH]3)cc2)cc1	0	-0.3	75	-5	-4	-2	-5	-10
O=C(O)/C=C\C(=O)NCCC1=CCCCC1	-1	-0.6	3	3	-8	6	-33	4
O=S(=O)(NCc1ccccc1)c1cc(Br)c(Br)s1	-1	0.2	0	74*	-2	5	-26	10
O=C(CSc1ccc(Cl)cc1)Nc1ccc(Cl)cc1C(=O)NCc1cccs1	-1	-0.1	-9	-2	10	2	-26	0
CCCN(CCC)S(=O)(=O)c1ccc(C(=O)Oc2c(C)cccc2OC)cc1	-6	0.4	28	3	-4	-7	-2	-3
CN(c1c2c(nn1C)CCCC2)S(=O)(=O)c1ccc(Cl)cc1	0	0.3	27	1	-4	5	-6	-13

Arranged by molar mass (lowest first): twelve of the compounds above.
SMILES	Luminol counter	NOTCH agonist	S1P1 agonist	PME-1 Maybridge	rat GALR2 ag	TLR4 MyD88 blk	Nox1 inh	KOR antag MB
COc1ccc(C(N)=S)cn1	7	-0.8	-8	-2	-9	1	-17	8
Cc1cc(=O)[nH]c(-c2cccs2)n1	-4	-0.5	4	5	-1	7	33	41
Cc1nc2sccn2c1C(=O)NN	7	-0.4	4	-3	-4	6	-49	1
NC(=S)N/N=C/c1cccc([N+](=O)[O-])c1	7	-0.1	-7	-1	-5	-4	-23	0
O=C1/C(=C/C2CCCCC2)CCc2ccccc21	1	0.2	-14	-1	-8	-5	-47	-19
C=C(NCc1ccncc1)c1ccc(Cl)cc1	-6	0.1	22	5	-6	8	25	28
O=C(Cc1cc(F)cc(F)c1)n1nccc1-c1cccs1	1	-0.7	-14	-3	-4	-3	9	7
COC(=O)/C(=C/C(=O)c1ccc(Cl)cc1)Nc1ccccc1	0	nt	-4	1	-8	7	-40	6
O=C1NCCCCC1Nc1c([N+](=O)[O-])cc(C(F)(F)F)cc1[N+](=O)[O-] (stereo not given)	-3	0.1	2	10	-6	4	24	-5
Cc1ccc(NC(=O)NNC(=O)c2cc3ccc4ccccc4c3s2)cc1	-6	0.0	2	-8	-5	5	30	0
Cn1c(=O)c2c(ncn2CC(O)CN2CCN(c3ccccc3)CC2)n(C)c1=O (stereo not given)	0	-0.8	8	1	-1	5	-4	18
O=C(Nc1cc(C(F)(F)F)ccc1N1CCOCC1)c1sc2ccccc2c1Cl	-5	0.2	-7	7	-3	-6	16	-37

(more compounds)
SMILES	Luminol counter	NOTCH agonist	S1P1 agonist	PME-1 Maybridge	rat GALR2 ag	TLR4 MyD88 blk	Nox1 inh	KOR antag MB
COC(=O)c1cccc2c1-c1ccccc1C2=O	1	0.3	-19	3	-7	-6	-24	-23
COc1ccc(C(=O)/C=C/Nc2ccc(C(F)(F)F)cc2)cc1	-2	-0.1	32	-3	-5	5	-4	18
CCOC(=O)CNC(=O)CSc1ncccn1	0	-0.6	-17	1	-7	-4	-80	-2
N#C/C(=C\c1ccc(-c2ccc(Cl)cc2[N+](=O)[O-])o1)C(=O)O	2	-0.4	1	2	-6	-1	-16	17
CN1c2ccsc2C(=O)CS1(=O)=O	8	-0.6	-12	1	-4	-1	8	14
NCCNc1c([N+](=O)[O-])cc(C(F)(F)F)cc1[N+](=O)[O-]	2	-0.2	9	3	-4	11	-44	4
CCOC(=O)c1cnn(-c2ccccc2)c1NC(=O)CSc1nnc(-c2cccs2)o1	3	0.5	-1	0	-5	-5	-39	-10
CC12CCC(=O)C=C1NC(=O)CC2 (stereo not given)	3	-1.0	-10	-2	-11	2	-46	37
COc1ccc(C(=O)CCC(=O)O)cc1	-2	0.5	7	2	-4	9	-21	12
N#Cc1cnn(-c2ccnc3cc(Cl)ccc23)c1N	1	-0.2	-26	2	-6	-3	0	-7
CCCCCCCCCCCC(=O)N1CC(=O)NC(=O)C1	-5	2.1	7	2	-5	1	-13	-2
